# MCF10A rerep: inducers of DNA re-replication in MCF 10A breast cells | MCF 10A DNA re-replication, Hoechst nuclear intensity, 48 h | Potency, µM (titrated, usually from 46.1 µM), inactives show at the top dose activity, positive = re-replication, usual class: activators | 350,000 compounds, 2.9% hits | AID 624296; also: potency is read from the fitted curve at half-maximal effect; % of control where 0% means no effect; nearly all actives have a fitted effect of over 50% in size
# SW480 rereplic: induces DNA re-replication in SW480 colon adenocarcinoma cells | AID 624297 | Potency, µM (top dose mostly 46.1 µM), for inactives: at the top dose re-replication activation, usual class: activators | SW480 DNA re-replication, Hoechst DNA content imaging, 48 h | 340,000 compounds, 1.8% hits; also: potency is read from the fitted curve at half-maximal effect; % of control where 0% means no effect; nearly all actives have a fitted effect of over 55% in size
#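 Hoechst fluorescence of nuclei (405 nm excitation, 500-530 nm emission) measured by plate-scanning imager after 48 hr compound exposure at 37 C; re-replication scored as increased number of nuclei with elevated intensity.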
# KB-V1 MDR tox: kills drug-selected multidrug resistant KB-V1 cells | KB-V1 MDR cells viability, CellTiter-Glo, 72 h | Potency, µM (highest dose often 46.1 µM), without a hit: at the highest dose activity change, negative = cytotoxicity, most hits filed as cytotoxic | 400,000 compounds, 3.4% hits | AID 1347076; also: potency is read from the fitted curve at half-maximal effect; % is scaled to controls: 0 for no effect and ±100 for the full control effect; nearly all actives have a fitted effect of over 60% in size
#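 Cytotoxicity toward P-gp-expressing KB-V1 cells was determined as loss of CellTiter-Glo luminescence after 72 h at 37 degrees C. Compounds were tested in quantitative HTS format across a concentration range, with curves fitted to normalized data.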
# HT1080 IDH1KD tx: HT-1080 IDH1 knockdown cell toxicity (counter line); 360,000 compounds, 2% hits; Potency, µM (doses to about 46.1 µM), without a hit: top-dose activity, negative = toxicity, actives largely listed as cytotoxic; HT-1080 IDH1 knockdown viability, ATP luminescence, 48 h;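 also: potency is read from the fitted curve at half-maximal effect; 0% = DMSO wells and -100% = cell-free medium wells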
#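 In this qHTS, HT-1080 cells depleted of IDH1 are exposed for 48 h at 37 °C to compound titrations. Toxicity is scored from CellTiter-Glo luminescence, with DMSO as full viability and medium alone as none.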
# KB-3-1 tox: KB-3-1 parental cell cytotoxicity. KB-3-1 viability, CellTiter-Glo ATP luminescence, 72 h. Potency, µM (titrated, usually from 46.1 µM), for the others: top-dose activity change, negative = cytotoxic, hits mostly cytotoxic. 400,000 compounds, 1.4% hits. AID 1347075; also: potency is read from the fitted curve at half-maximal effect; % is scaled to controls: 0 for no effect and ±100 for the full control effect; nearly all actives have a fitted effect of over 60% in size
#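 Parental KB-3-1 viability, qHTS format: 72 h compound exposure, 37 °C; CellTiter-Glo; media-only wells and DMSO plates as controls; concentration-effect fits on corrected data.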
# D3 ag: D3 dopamine receptor (human) agonism; P35462; D3R DiscoveRx beta-arrestin cells, luminescence, 90 min; max activation, %; 410,000 compounds, 0.58% hits; in the data active = max activation above about 30%; also: 0% is about no effect; mostly tested at two doses, the higher about 12 µM
# Target sequence (P35462 whole entry, looked up): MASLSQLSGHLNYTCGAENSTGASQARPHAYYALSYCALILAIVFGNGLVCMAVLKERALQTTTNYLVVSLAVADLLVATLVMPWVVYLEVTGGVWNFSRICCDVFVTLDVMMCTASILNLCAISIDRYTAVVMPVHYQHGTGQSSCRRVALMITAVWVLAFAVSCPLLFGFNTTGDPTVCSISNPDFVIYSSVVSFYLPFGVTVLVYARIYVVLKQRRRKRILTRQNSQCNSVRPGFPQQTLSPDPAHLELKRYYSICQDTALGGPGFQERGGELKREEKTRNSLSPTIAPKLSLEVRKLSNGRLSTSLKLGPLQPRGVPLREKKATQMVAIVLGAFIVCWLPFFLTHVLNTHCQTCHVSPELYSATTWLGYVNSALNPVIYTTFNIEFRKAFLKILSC
#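 Cells at 1500/well, incubated overnight, then treated with pinned compounds (dopamine as control) for 90 min at 37 degrees C. DiscoveRx reagent added for 30 - 60 minutes at room temperature; luminescence read.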
# HEK293 tox: cytotoxicity counter-screen for GLP-1 receptor inverse agonists | HEK293 cAMP-luciferase reporter cells, luminescence, 24 h | Potency, µM (series often up to 38.3 µM), for inactives: at the highest dose activity change, negative = inhibition, hits mostly inhibitors | 410,000 compounds, 0.13% hits;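 also: loss of luciferase light is scored as toxicity; potency is read from the fitted curve at half-maximal effect; % is scaled to controls: 0 for no effect and ±100 for the full control effect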
#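 MLSMR compounds, 24 hr on cells at 37 deg C/5% CO2; luminescence after luciferase reagent (12 min RT). Inhibition counted as the undesired cytotoxic outcome.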
# IL-1B inflam inh: blocks inflammasome-driven IL-1 beta release. THP-1 LPS/ATP IL-1B secretion, AlphaLISA, 16 h; hits give low values. activity change, % at 57.5 µM. 360,000 compounds, 4.7% hits. AID 743279; in the data active = activity change below about -50%; inconclusive = mostly about -30% to -49%; also: % is scaled to controls: 0 for no effect and ±100 for the full control effect
#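 Secreted IL-1B measured by AlphaLISA bead assay after 16 h compound exposure of THP-1 cells; compounds (final up to 57.5 uM) added 1 h before LPS (250 ng/mL) and ATP (1.25 mM) stimulation; lower signal means less secretion.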
# HT1080NT lethal: kills 2HG-producing HT-1080-NT fibrosarcoma cells; AID 686970; HT-1080-NT fibrosarcoma viability, CellTiter-Glo ATP luminescence, 48 h; Potency, µM (top dose mostly 46.1 µM), for inactives: at the highest dose activity, negative = less viability, actives largely listed as cytotoxic; 360,000 compounds, 1.6% hits;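 also: NT is the 2HG producing partner of a matched IDH1 knockdown line; potency is read from the fitted curve at half-maximal effect; 0% = DMSO-treated cells and -100% = media-only wells without cells; nearly all actives have a fitted effect of over 55% in size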
#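 Viability of the 2HG-overproducing fibrosarcoma line after 48 hours of compound exposure at 37 degrees C was determined by luminescence with CellTiter-Glo, and concentration-effect curves were then fitted and categorized.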
# * = called active by the depositor; ? = inconclusive; · = no result given; & = joins results of further samples; [ ] = another dose, or the depositor's remark. Unless noted, calls follow the shape of the dose curve; as a rule, active = well fitted curve in the direction sought with a large enough effect; inconclusive = small, poorly fitted or top-dose-only effect, or another doubt; inactive = no such curve, though single readings can be large; an effect the other way counts as inactive or inconclusive. Rows are unselected; any-hit rate near 11%.
# Values in the order – MCF10A rerep, SW480 rereplic, KB-V1 MDR tox, HT1080 IDH1KD tx, KB-3-1 tox, D3 ag, HEK293 tox, IL-1B inflam inh, HT1080NT lethal
- Cc1onc(-c2ccccc2)c1C(=O)OCC(=O)Nc1ccc2c(c1)OCO2
 : -1%, -7%, ?, -3%, 8%, 0, -2%, 2, 1%
- Cc1c(C(=O)Nc2cccnc2)oc2ccc(Br)cc12
 : ?, ?, 3.3µM*, ?, 8.2µM*, -1, 1%, 6, ?
- CCc1ccc(CN(C)Cc2nc(-c3cccc(Cl)c3)no2)nc1
 : 13%, 30%, -4%, 12%, 7%, -10, -7%, 21, -3%
- Cc1ccc(C2(C)NC(=O)N(CC(=O)Nc3ccc(S(=O)(=O)Nc4nccs4)cc3)C2=O)cc1 (stereo not given)
 : 1%, 1%, 3%, 3%, 9%, -1, 10%, 8, 2%
- CC(=O)NC(Cc1ccc(F)cc1)C(=O)NC1CCN(c2nnnn2-c2ccccc2)CC1 (stereo not given)
 : -2%, -8%, 0%, -4%, 0%, 1, -7%, -1, -3%
- CNC(=S)N=Nc1c(O)[nH]c2ccccc12
 : 11%, 11%, ?, -1%, 10%, -16, 11µM*, 10, 1%
- CS(=O)(=O)c1ccc2nc(NC(=O)C3COc4ccccc4O3)sc2c1 (stereo not given)
 : 0%, -9%, 7%, 0%, 26%, -5, 70%[activator], -17, -13%
- CC(=O)Nc1cccc(-c2cnc3ccccc3n2)c1
 : -7%, -2%, 0%, -2%, -9%, 2, -13%, 11, 15%
- OCCN(Cc1ccccc1)CC1CC2C=CC1C2 (stereo not given)
 : -4%, 0%, 7%, -4%, 3%, -23, 1%, -8, 8%
- COc1cc(N=C(N)N=C(N)N)cc(OC)c1
 : 4%, -6%, 1%, 2%, 4%, 0, 2%, 9, 5%
- COc1ccc(/C=N/n2c(-c3cc(C)[nH]n3)n[nH]c2=S)cc1OC
 : -1%, -28%, ?, 8%, 0%, -17, 7%, 0, -10%
- Cc1nn(-c2ccccc2)c(C)c1C(=O)OCC(=O)NCc1ccco1
 : -2%, -5%, -2%, -3%, -9%, 4, -6%, 18, -2%
- COC(=O)c1sccc1NC(=O)COc1ccc(C)cc1
 : -4%, -3%, -16%, 0%, -8%, -3, 14%, -23, 10%
- CCOC(=O)CC1(CC(=O)OCC)NC(=O)c2c(C)sc(C(=O)OCC)c2N1
 : -4%, -6%, -3%, 1%, 4%, 5, 4%, -11, -2%
- O=C(CCl)Nc1c(C(=O)Nc2ccc3c(c2)OCCO3)oc2ccccc12
 : 7.3µM*, ?, ?, ?, ?, -2, ?, -99*, ?
- COc1ccc(C(=O)Nc2ccc(N(C)Cc3ccccc3)c(C(=O)O)c2)cc1
 : ·, ·, 18%, ·, 3%, -5, -6%, ·, ·
- O=C(CN1CCN(S(=O)(=O)c2ccccc2)CC1)Nc1cccc(C(F)(F)F)c1
 : 0%, 1%, ?, -26%, 0%, 5, -26%, -25, -19%
- O=C(NCc1ccccc1Cl)C1CCN(S(=O)(=O)c2cccc3nonc23)CC1
 : -25%, 3%, 0%, -12%, 10%, 11, 1%, -5, -20%
- O=C(c1ccoc1)N1CCCC(CO)(CCCc2ccccc2)C1 (stereo not given)
 : -31%[inhibitor], -4%, ?, -3%, 0%, -11, 23%, ?, -4%
- CCOC(=O)N1CCN(C(=O)C2CCN(Cc3ccc(OC)cc3OC)CC2)CC1
 : -7%, 1%, ?, -2%, -5%, -2, 20%, 8, 2%

# Gathered by group, the entries above with sulfur.
# Values in the order – MCF10A rerep, SW480 rereplic, KB-V1 MDR tox, HT1080 IDH1KD tx, KB-3-1 tox, D3 ag, HEK293 tox, IL-1B inflam inh, HT1080NT lethal
- Cc1ccc(C2(C)NC(=O)N(CC(=O)Nc3ccc(S(=O)(=O)Nc4nccs4)cc3)C2=O)cc1 (stereo not given)
 : 1%, 1%, 3%, 3%, 9%, -1, 10%, 8, 2%
- CNC(=S)N=Nc1c(O)[nH]c2ccccc12
 : 11%, 11%, ?, -1%, 10%, -16, 11µM*, 10, 1%
- CS(=O)(=O)c1ccc2nc(NC(=O)C3COc4ccccc4O3)sc2c1 (stereo not given)
 : 0%, -9%, 7%, 0%, 26%, -5, 70%[activator], -17, -13%
- COc1ccc(/C=N/n2c(-c3cc(C)[nH]n3)n[nH]c2=S)cc1OC
 : -1%, -28%, ?, 8%, 0%, -17, 7%, 0, -10%
- COC(=O)c1sccc1NC(=O)COc1ccc(C)cc1
 : -4%, -3%, -16%, 0%, -8%, -3, 14%, -23, 10%
- CCOC(=O)CC1(CC(=O)OCC)NC(=O)c2c(C)sc(C(=O)OCC)c2N1
 : -4%, -6%, -3%, 1%, 4%, 5, 4%, -11, -2%
- O=C(CN1CCN(S(=O)(=O)c2ccccc2)CC1)Nc1cccc(C(F)(F)F)c1
 : 0%, 1%, ?, -26%, 0%, 5, -26%, -25, -19%
- O=C(NCc1ccccc1Cl)C1CCN(S(=O)(=O)c2cccc3nonc23)CC1
 : -25%, 3%, 0%, -12%, 10%, 11, 1%, -5, -20%

# Continued.
# Values in the order – MCF10A rerep, SW480 rereplic, KB-V1 MDR tox, HT1080 IDH1KD tx, KB-3-1 tox, D3 ag, HEK293 tox, IL-1B inflam inh, HT1080NT lethal
- Cc1ccc(C)c(OCCC(=O)N(C)CC(=O)Nc2c(C)cccc2C)c1
 : 2%, -28%, -4%, 0%, 4%, -5, 0%, 0, 0%
- COc1cccc(CNCCc2c[nH]c3ccccc23)c1OCc1ccccc1F
 : ?, -1%, ?, ?, -10%, -20, -28%, ·, ?
- O=C(CO/N=C/c1ccc(OC(F)F)cc1)NC1CCCC1
 : 0%, 3%, ?, 1%, -12%, -7, 5%, -14, 0%
- O=C(Nc1n[nH]c(C(F)(F)F)n1)c1cccs1
 : -1%, -5%, 17%, 0%, 12%, -10, -5%, 4, 20%
- O=C(COC(=O)c1ccc(Cl)nc1)Nc1ccc(Cl)cc1
 : -1%, -16%, 31%, -6%, 5%, -19, -15%, 16, -5%
- COc1ccc(OC)c(-n2nnnc2SCC(=O)N2CCN(C(=O)c3ccco3)CC2)c1
 : -10%, -16%, -20%, 7%, ?, -7, -10%, 0, -2%
- O=C(NC1CCN(S(=O)(=O)c2ccc(F)cc2)CC1)c1cccc(F)c1
 : ?, -22%, 3%, 0%, 10%, 11, 1%, -28, 6%
- COc1cc(OC)c(NC(=O)c2ccccc2F)cc1Cl
 : -4%, -4%, ?, -6%, 0%, 2, -4%, 13, -2%
- CCCSc1nc(C)cc(=O)[nH]1
 : 5%, -3%, 10%, 8%, 4%, 1, -6%, 3, 5%
- CCc1ccc(NC(=O)c2cnn3c(C(F)F)cc(C)nc23)cc1
 : 13%, 1%, 8%, 11%, -1%, -3, 2%, 12, 7%
- O=C(/C=C/Nc1ccc(OC(F)(F)F)cc1)C(F)(F)F
 : 3%, 0%, 0%, 7%, 5%, -8, 6%, -3, 6%
- O=C(Nc1c(-c2ccc(Cl)cc2)[nH][nH]c1=O)c1ccccn1
 : ·, ·, 0%, -6%, -10%, -12, 1%, -27, -1%
- Cc1ccc2[nH]c(=O)c(C(c3nnnn3C(C)(C)C)N(Cc3ccco3)CC3CCCO3)cc2c1 (stereo not given)
 : 1%, 4%, ?, 2%, -1%, 15, -2%, -25, 2%
- COc1ccc(-n2ccnc2SCC(=O)NC2CCCC2)c(OC)c1
 : 16%, -2%, ?, 2%, 8%, -2, 17%[7.66 µM], -5, -4%
- COc1cccc(NC(=O)CN(C)C(=O)c2ccccc2Sc2ccccc2C#N)c1
 : ?, ?, 3%, -6%, -7%, -2, -2%, 39, -1%
- Cc1ccc(-c2nn(-c3cccc([N+](=O)[O-])c3)c3c2cnc2ccc(F)cc23)cc1
 : ·, ·, 19%, ·, 5%, 5, 2%, ·, ·
- CN(c1cccc(NC(=O)CN(c2ccc(F)cc2)S(C)(=O)=O)c1)S(C)(=O)=O
 : -1%, 1%, -12%, 11%, 10%, 5, -2%, 1, -2%
- O=C(O)C1CC=CCC1C(=O)NCc1cn2ccccc2n1 (stereo not given)
 : -6%, -1%, 28%, 12%, 4%, 3, 1%, 18, -1%
- Cn1c(=O)oc2cc(S(=O)(=O)N3CCC(C(=O)NCc4ccccc4Cl)CC3)ccc21
 : 2%, 1%, 5%&4%, 3%, 11%&1%, 2&-5, -1%&25%, 4, 4%
- COc1cccc(-n2nc(C(C)=O)c(C#N)c2-c2ccco2)c1
 : 1%, -48%[inhibitor], -1%, -3%, 7%, -4, 1%, -4, 2%
- N=C1C(c2nc3ccccc3[nH]2)=C(O)CN1c1ccc(CC(=O)O)cc1
 : 1%, -6%, -8%, 14%, 1%, 2, -1%, 13, 20%

# Compound activity (PubChem BioAssay)
